PostGolgi ctrl = yeast control strain growth, post-Golgi counter-screen; efflux-deficient yeast background strain, growth absorbance A615, 16 h; AID 738; 5% of 98,000 active; inhibition, % at 10 µM
S1P2 ag = activates the human S1P2 receptor; 0.46% of 97,000 active; O95136; AID 729; activation, % at 4.5 µM; S1P2-expressing cell line, agonist reporter read-out; in the data active = activation above about 16%;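 also: 0% = vehicle low control and 100% = maximal reference agonist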
Target sequence (O95136 whole entry, looked up): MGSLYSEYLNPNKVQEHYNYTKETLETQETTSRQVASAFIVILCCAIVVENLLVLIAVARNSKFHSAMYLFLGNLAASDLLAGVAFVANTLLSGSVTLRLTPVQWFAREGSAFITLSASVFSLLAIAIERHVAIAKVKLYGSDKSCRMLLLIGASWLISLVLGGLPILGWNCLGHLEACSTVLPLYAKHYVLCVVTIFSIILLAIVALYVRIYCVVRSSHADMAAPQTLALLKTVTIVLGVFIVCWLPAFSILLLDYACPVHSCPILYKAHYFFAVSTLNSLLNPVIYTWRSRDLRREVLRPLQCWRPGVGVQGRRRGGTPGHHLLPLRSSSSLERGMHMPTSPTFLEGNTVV
PostGolgi yeast = growth inhibition of a yeast mutant, post-Golgi transport screen; post-Golgi transport phenotypic cell assay; inhibition, % at 10 µM; 0.9% of 98,000 active; AID 739;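 also: yeast cells grown in 1536-well plates; yeast grown about 18 h at 30C before absorbance read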
hDAT+cocaine = human DAT dopamine uptake with cocaine, either direction; B-score at 10 µM; 1.3% of 110,000 active; Q01959; LLC-PK1 hDAT cells, [14C]-dopamine uptake with cocaine IC80; actives deviate in either direction;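 active = Z score or B-score, a plate-position-corrected score, falls beyond the plate's 99.7% confidence bounds, in either direction; inactive = both scores lie inside the 99.7% bounds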;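 also: scored against the spread of the other compound wells on the same plate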
Target sequence (Q01959 whole entry, looked up): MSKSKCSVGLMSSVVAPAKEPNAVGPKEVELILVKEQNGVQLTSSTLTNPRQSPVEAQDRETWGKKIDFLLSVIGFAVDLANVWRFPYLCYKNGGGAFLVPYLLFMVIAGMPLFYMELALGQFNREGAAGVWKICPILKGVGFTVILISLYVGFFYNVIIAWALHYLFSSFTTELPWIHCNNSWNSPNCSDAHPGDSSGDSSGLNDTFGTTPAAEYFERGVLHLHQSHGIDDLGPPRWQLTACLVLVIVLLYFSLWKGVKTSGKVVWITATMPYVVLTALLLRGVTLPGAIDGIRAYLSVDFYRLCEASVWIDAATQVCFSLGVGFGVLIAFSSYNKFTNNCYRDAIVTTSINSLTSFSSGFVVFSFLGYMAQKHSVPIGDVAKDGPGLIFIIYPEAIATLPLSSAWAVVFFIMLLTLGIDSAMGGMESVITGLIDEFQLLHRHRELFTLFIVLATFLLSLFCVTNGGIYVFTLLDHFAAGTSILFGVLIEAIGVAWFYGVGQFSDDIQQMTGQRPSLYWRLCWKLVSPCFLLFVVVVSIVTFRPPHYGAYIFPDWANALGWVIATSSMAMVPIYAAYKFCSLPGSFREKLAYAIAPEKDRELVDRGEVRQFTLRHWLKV
E coli WT exp = E. coli BW25113 growth inhibition, expanded screen; AID 710; OD600 absorbance; 0.15% of 98,000 active; growth inhibition, % at 100 µM;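 active = growth inhibition above about 50% at one test dose, limit read from the data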;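 also: growth measured after 20 h incubation at 37 °C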
S1P2 blocker = antagonists of human S1P2 receptor | O95136 | AID 736 | cell-based S1P2 antagonist assay, inhibition at 5 uM | 0.21% of 97,000 active | inhibition, % at 5 µM; in the data active = inhibition above about 45%;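 also: CRE beta-lactamase reporter cells expressing human S1P2 stimulated with S1P; 0% = agonist at EC80 alone and 100% = agonist plus reference antagonist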
H69AR inhibit = blocks growth of human H69AR lung tumor cells; H69AR lung tumor viability, ATP luminescence, 72 h; stronger effect = lower value; 6% of 85,000 active; AID 598; viability, % at 10 µM;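 active = viability at or below 40%; inactive = viability above 40%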;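 also: multidrug resistant small cell line overexpressing MRP-1 efflux transporter; 100% = mean luminescence of untreated control wells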
Lung fibro prol = blocks proliferation of human lung fibroblasts; viability, % at 10 µM; 1.1% of 85,000 active; LL 47 human lung fibroblast viability, ATP luminescence; stronger effect = lower value;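 active = viability at or below 50% in the single dose screen; inactive = viability above 50%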;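 also: compound exposure lasted 72 h before the ATP readout; 100% = median luminescence of untreated cell-only wells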
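Material: human lung fibroblast line LL 47, low passage; Evaluation: viability percentage against median untreated-cell control; Buffer or medium: 15% FBS in IMEM; Incubation: 72 h compound exposure at 37 °C after overnight plating; Dosing: 0.1% DMSO in all compound wells; Measured by: CellTiter-Glo luminescence.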
HUVEC prolif 384 = human endothelial cell proliferation inhibition | HUVEC proliferation, CellTiter-Glo luminescence, 72 h; stronger effect = lower value | viability, % at 10 µM (by protocol) | 1.1% of 86,000 active | AID 648;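 active = viability at or below 30%; inactive = viability above 30%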;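 also: 100% = median luminescence of DMSO-only cell control wells on each plate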
Numbers without * were called inactive; · = not tested or not shown. Rule as the data show it, unless noted: active = inhibition above about 30%; inactive = the rest.

nr	mol	Lung fibro prol	S1P2 ag	HUVEC prolif 384	H69AR inhibit	hDAT+cocaine	PostGolgi yeast	PostGolgi ctrl	E coli WT exp	S1P2 blocker
1	COc1ccc(CCN(C(=O)COc2ccccc2)c2nc(-c3ccccc3)cs2)cc1OC	·	-3.9	·	·	·	-2.7	4.5	-11.0	10.0
2	O=C(Nc1ccc(Cl)cc1)N1CCSc2ccccc21	·	-0.4	·	·	-0.906	-6.5	1.2	-4.0	11.6
3	CC1CCCCC1NC(=O)Cn1cnc2ccccc2c1=O (configuration not stated)	97.4	-5.2	100.8	103.2	-0.0253	-2.2	7.7	-1.0	6.8
4	CCCCN(CCCC)S(=O)(=O)c1ccc(NC(=O)Cc2cccs2)cc1	90.5	-2.6	77.2	63.9	-0.28	-12.6	11.5	-4.0	-4.7
5	Cc1ccc(S(=O)(=O)CCSc2nc(C)cc(C)c2C#N)cc1	91.7	2.1	101.0	43.6	-0.597	1.3	8.8	-6.0	-28.8
6	COc1cccc(CSc2nnc(-c3ccco3)n2C)c1	·	-4.7	100.3	87.3	0.147	5.5	3.2	-5.0	4.1
7	CCC(C)(C)n1nnnc1C(c1cc2cc(C)ccc2[nH]c1=O)N1CCCC1 (configuration not stated)	103.0	-4.8	99.6	89.6	0.163	12.6	5.9	2.0	7.8
8	CC(=O)c1ccc(NC(=O)c2ccc(S(=O)(=O)N3CCCC3)cc2)cc1	103.4	-7.3	98.9	79.7	0.975	-6.0	1.4	-3.0	2.9
9	Cc1c[n+]([O-])n(-c2ccc(C(=O)O)cc2)n1	·	·	·	·	0.295	14.8	3.9	-3.0	·
10	O=C(CSc1nc2ccccc2o1)N1CCCC1	108.9	·	99.6	102.2	-0.229	-8.6	-10.8	4.0	·
11	CC1CC(c2ccccc2)n2nc(N3C(=O)c4ccccc4C3=O)nc2N1 (configuration not stated)	93.7	-3.1	108.3	93.6	-0.258	0.0	1.3	4.0	-1.7
12	COC(=O)C(C)Sc1nc2c(c(=O)n(C)c(=O)n2C)n1Cc1cccc(C)c1 (configuration not stated)	95.9	-5.4	82.0	71.5	0.593	0.8	12.7	6.0	-18.4
13	O=C(CN1CCN(c2nc(-c3ccc(F)cc3)cs2)CC1)NCc1ccc2c(c1)OCO2	100.6	-2.1	99.2	107.2	-0.324	4.4	21.1	-4.0	2.4
14	CCCC1C2C(=O)N(c3ccccc3OC)C(=O)C2ON1c1ccccc1 (configuration not stated)	99.5	-0.7	82.3	103.6	-0.346	-2.6	3.2	2.0	2.9
15	CCOC(=O)N1CCC(NC(=O)c2ccc3c(c2)sc2nc(-c4cccc(OC)c4)cn23)CC1	92.7	·	51.5	50.8	·	-0.2	15.7	-7.0	·
16	CCOCCn1c(CN2CCN(c3cccc(Cl)c3)CC2)nc2c1c(=O)n(C)c(=O)n2C	91.7	-1.0	88.9	94.0	1.07	-8.2	16.2	10.0	23.3
17	Cc1[nH]nc2c1C(c1ccc(-c3ccccc3C#N)o1)C(C#N)=C(N)O2 (configuration not stated)	73.7	-5.3	31.4	1.6*	1.15	20.6	5.0	10.0	21.8
18	O=c1c2ccccc2nnn1CSc1nc2ccccc2c(=O)n1Cc1ccco1	88.2	·	87.5	88.3	0.484	·	·	·	·
19	OC(C#CCN1CCOCC1)(c1ccccc1)C1CC1 (configuration not stated)	96.9	-1.9	94.3	90.1	0.682	-2.8	10.5	3.0	9.5
20	CC(CN1CCOCC1)(NS(=O)(=O)c1ccccc1)c1ccccc1 (configuration not stated)	·	-6.7	103.7	68.5	-0.803	-3.6	11.3	8.0	6.6
21	COC(=O)c1sccc1NC(=O)CCC1CCCCC1	93.4	-2.6	97.4	88.1	-0.751	·	·	·	-16.0
22	Cc1ccccc1CS(=O)(=O)Cc1ccc(C(=O)NCc2ccco2)o1	99.2	-4.8	109.0	101.2	·	-7.5	24.1	8.0	11.2
23	O=C(O)CCCNS(=O)(=O)c1ccc(F)cc1	100.4	-6.7	105.4	96.2	0.0292	9.3	5.6	-10.0	-14.5
24	CCOc1ccc(C(=O)Nc2cccc(-c3nc4cccnc4o3)c2)cc1Cl	·	-5.5	·	·	1.86	-22.9	21.8	-7.0	11.2
25	COc1ccccc1Oc1coc2c(CN3CCN(C)CC3)c(O)ccc2c1=O	98.9	-4.4	96.4	100.5	-0.0729	-1.3	-0.3	3.0	5.1
26	N#Cc1c2n(c3c(-c4ccccc4)ncnc13)CCC2	94.5	-4.5	94.8	59.5	0.632	-1.2	3.2	6.0	9.8
27	CC(C)(C)C1CCc2onc(C(=O)Nc3cccc(O)c3)c2C1 (configuration not stated)	87.2	-2.4	83.8	69.6	-0.151	-5.6	21.7	-6.0	-18.4
28	COc1ccc(C2C(C(=O)N3CCN(c4ccccc4)CC3)c3ccccc3C(=O)N2C)cc1 (configuration not stated)	102.0	-7.1	96.1	40.9	0.559	-0.2	-3.7	5.0	11.9
29	O=C(CSc1ccccc1)NCc1cccnc1	102.8	-5.9	101.1	96.6	·	-3.7	2.8	1.0	4.5
30	CSc1nnc(-c2ccc(NC(=O)CCc3ccccc3)cc2)n1C	100.6	-3.2	107.6	88.7	·	9.3	19.0	-5.0	10.7
31	CCOc1ccccc1OCC(=O)Nc1nnc(C)s1	·	-3.8	·	·	-1.13	-1.3	3.0	15.0	6.0
32	CCN1CCN(S(=O)(=O)c2cccs2)CC1	102.8	-6.8	92.1	100.4	0.0159	-1.9	-6.1	1.0	-1.1
33	COc1ccccc1OCC(=O)Sc1ccc(C)cc1	104.8	-3.1	67.7	64.0	1.4	-13.5	7.9	-1.0	27.6
34	Cn1cc(/C=C2/SC(=O)N(CC(=O)Nc3ccc4c(c3)OCO4)C2=O)c2ccccc21	·	-0.7	·	·	-0.654	-23.4	8.2	-8.0	-0.6
35	Cc1cccc(NC(=O)C2CCCN(S(=O)(=O)c3cccc4nsnc34)C2)n1 (configuration not stated)	92.7	-1.4	98.5	69.6	-0.119	-3.2	4.0	7.0	10.8
36	CC(=O)N(C)c1ccc(OCC(O)COc2ccc(N(C)C(C)=O)cc2)cc1	99.5	-2.2	86.5	91.4	-0.586	10.6	4.1	2.0	-10.1
37	Cn1c(=O)c2cc(S(=O)(=O)NC(C(=O)Nc3cccnc3)c3ccccc3)ccc2n(C)c1=O (configuration not stated)	92.7	-5.5	88.6	72.1	0.0548	-1.7	9.3	4.0	-22.7
38	Cc1ccc(N(CC(=O)NCc2ccco2)C(=O)CCC(=O)Nc2ccccn2)cc1C	90.8	-3.6	92.3	100.9	-0.301	-6.3	-8.0	-8.0	-6.3
39	COc1ccc(-c2cc3ccc(OCc4nn[nH]n4)cc3oc2=O)cc1OC	97.5	-3.9	92.0	97.5	-0.136	-2.2	-2.6	-1.0	2.1
40	O=C1CCc2cc(S(=O)(=O)N3CCN(c4cccc(C(F)(F)F)c4)CC3)ccc2N1	91.6	-11.9	94.8	85.0	0.0172	-1.9	0.0	-5.0	7.5
41	CN(c1cccc(NC(=O)CCSc2ccccc2)c1)S(C)(=O)=O	99.5	-5.3	94.8	102.7	-1.11	3.5	3.0	2.0	-5.9
42	CCOC(=O)N1CCC(NC(=O)C2CCN(S(=O)(=O)c3cccs3)CC2)CC1	99.8	-4.2	104.3	97.3	-0.0544	0.8	-2.3	0.0	3.7
43	Cc1ccc2c(c1)N(CC(=O)NCc1cccs1)C(=O)CO2	104.1	·	107.2	101.4	-0.381	-1.3	1.4	2.0	·
44	CNC(=S)NNC(=O)Cn1ccc(C)n1	·	-2.0	·	·	-1.32	8.0	3.0	-1.0	1.3
45	COC(=O)c1c(C(=O)OC)c(-c2ccc(C)cc2)n2c1CS(=O)(=O)C2	94.7	1.3	85.9	69.4	-0.0698	-0.5	0.7	0.0	-31.3
46	O=C(NCCCN1CCCC1=O)C1CCN(S(=O)(=O)N2CCOCC2)CC1	100.0	-4.8	100.3	103.1	0.0435	8.9	6.6	4.0	-17.8
47	CCOC(=O)CCc1c(C)c(C#N)c2nc3ccccc3n2c1-n1cnc2ccccc21	95.0	-1.7	99.0	50.3	0.897	-4.2	-1.6	-6.0	-19.0
48	Cc1ccc(-c2noc(CSc3nnnn3C3CCCCC3)n2)cc1	97.2	-2.6	82.2	85.8	0.237	-6.8	39.6*	2.0	-10.5
49	CCOC(=O)c1ccc(N=Cc2nc3ccccc3n2C)cc1	94.3	·	80.0	81.1	0.499	8.8	-3.8	11.0	·
50	CC1(C)Cc2c(C#N)c(N3CCN(C(=O)c4ccco4)CC3)nc(-c3ccco3)c2CS1	·	3.0	·	·	-0.0816	5.5	20.5	-19.0	8.3
51	Cc1cc(C)cc(NC(=O)C2CCCC2)c1	94.8	-3.1	86.5	102.2	-0.232	-5.7	24.4	6.0	5.6
52	CSc1ccc(C2C(C#N)=C(N)Oc3c2ccc(=O)c2c(C)oc(C)c32)cc1 (configuration not stated)	95.0	-5.7	63.9	10.4*	0.336	-3.1	15.9	-3.0	-3.4
53	C=CCNc1nnc(SC2CC(=O)N(c3ccc(OCCC)cc3)C2=O)s1 (configuration not stated)	89.8	-4.8	98.0	1.9*	-0.025	-2.8	27.4	0.0	-2.7
54	O=C(CCCSc1nc2ccccc2[nH]1)NCc1ccco1	·	-4.6	·	·	0.976	10.8	1.9	6.0	16.2
55	O=C(Nc1ccccc1Cl)N1CCn2c(nc3ccccc32)C1	101.0	-3.9	105.1	62.8	0.704	-9.2	2.4	4.0	1.4
56	COC(=O)c1cn(NC(=O)C2CCCO2)c(=O)c2ccccc12 (configuration not stated)	97.0	-0.3	93.3	95.1	0.408	·	·	·	7.0
57	CC(C)(C)c1cc(N/C=C\c2nnnn2-c2ccc(Br)cc2)no1	75.7	-2.0	62.9	60.7	0.211	·	·	·	0.6
58	Cc1ccc2c(c1)-c1c(cnn1CC(=O)N(Cc1ccco1)C1CCCCC1)CO2	98.5	-4.4	72.5	76.2	1.38	2.7	26.8	-1.0	22.5
59	O=C(COc1ccc(F)cc1)Nc1ccc(-n2cnnn2)cc1	100.2	-2.5	101.7	100.9	-0.0532	4.2	6.8	6.0	7.7
60	Cc1nc2sc(C(c3cccc(F)c3)N3CCC(C)CC3)c(O)n2n1 (configuration not stated)	93.4	-3.0	101.4	99.2	1.11	10.1	30.6*	2.0	16.3
61	Nc1cccc(C(=O)Nc2ccccc2Cl)c1	95.2	-3.3	104.1	88.0	1.02	10.3	9.9	3.0	9.4
62	CCN(CC)CCNC(=O)Cc1c(C(=O)O)n(C)c2ccccc12	98.1	-5.2	87.6	95.0	-0.384	0.5	-7.3	2.0	-8.8
63	Cc1ccc2c(c1)N=C(c1ccc(Cl)cc1)CO2	92.0	-5.6	82.5	70.9	-0.352	-4.6	-4.9	5.0	-33.4

Laid out differently: results already given
47	CCOC(=O)CCc1c(C)c(C#N)c2nc3ccccc3n2c1-n1cnc2ccccc21
59	O=C(COc1ccc(F)cc1)Nc1ccc(-n2cnnn2)cc1
7	CCC(C)(C)n1nnnc1C(c1cc2cc(C)ccc2[nH]c1=O)N1CCCC1 (configuration not stated)
21	COC(=O)c1sccc1NC(=O)CCC1CCCCC1
compound no.,47,59,7,21
Lung fibro prol,95.0,100.2,103.0,93.4
S1P2 ag,-1.7,-2.5,-4.8,-2.6
HUVEC prolif 384,99.0,101.7,99.6,97.4
H69AR inhibit,50.3,100.9,89.6,88.1
hDAT+cocaine,0.897,-0.0532,0.163,-0.751
PostGolgi yeast,-4.2,4.2,12.6,·
PostGolgi ctrl,-1.6,6.8,5.9,·
E coli WT exp,-6.0,6.0,2.0,·
S1P2 blocker,-19.0,7.7,7.8,-16.0

Screening results from PubChem BioAssay.
